# Assay outcomes as filed in PubChem BioAssay.
# hERG rescue – shields human hERG channel from block by proarrhythmic agents | 0.51% of 310,000 active | activation (rescue from dofetilide block), less the hit threshold, % at 10 µM | Q12809 | CHO-hERG, FluxOR thallium flux, dofetilide IC70 present | AID 1511;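 active = activation above the mean of controls blocked by dofetilide plus 5 SD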;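 note: thallium influx through hERG after potassium depolarization seen as dye fluorescence rise; in these data hits start at about 4.7%; inactives centre near -7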
# Target sequence (Q12809 whole entry, looked up): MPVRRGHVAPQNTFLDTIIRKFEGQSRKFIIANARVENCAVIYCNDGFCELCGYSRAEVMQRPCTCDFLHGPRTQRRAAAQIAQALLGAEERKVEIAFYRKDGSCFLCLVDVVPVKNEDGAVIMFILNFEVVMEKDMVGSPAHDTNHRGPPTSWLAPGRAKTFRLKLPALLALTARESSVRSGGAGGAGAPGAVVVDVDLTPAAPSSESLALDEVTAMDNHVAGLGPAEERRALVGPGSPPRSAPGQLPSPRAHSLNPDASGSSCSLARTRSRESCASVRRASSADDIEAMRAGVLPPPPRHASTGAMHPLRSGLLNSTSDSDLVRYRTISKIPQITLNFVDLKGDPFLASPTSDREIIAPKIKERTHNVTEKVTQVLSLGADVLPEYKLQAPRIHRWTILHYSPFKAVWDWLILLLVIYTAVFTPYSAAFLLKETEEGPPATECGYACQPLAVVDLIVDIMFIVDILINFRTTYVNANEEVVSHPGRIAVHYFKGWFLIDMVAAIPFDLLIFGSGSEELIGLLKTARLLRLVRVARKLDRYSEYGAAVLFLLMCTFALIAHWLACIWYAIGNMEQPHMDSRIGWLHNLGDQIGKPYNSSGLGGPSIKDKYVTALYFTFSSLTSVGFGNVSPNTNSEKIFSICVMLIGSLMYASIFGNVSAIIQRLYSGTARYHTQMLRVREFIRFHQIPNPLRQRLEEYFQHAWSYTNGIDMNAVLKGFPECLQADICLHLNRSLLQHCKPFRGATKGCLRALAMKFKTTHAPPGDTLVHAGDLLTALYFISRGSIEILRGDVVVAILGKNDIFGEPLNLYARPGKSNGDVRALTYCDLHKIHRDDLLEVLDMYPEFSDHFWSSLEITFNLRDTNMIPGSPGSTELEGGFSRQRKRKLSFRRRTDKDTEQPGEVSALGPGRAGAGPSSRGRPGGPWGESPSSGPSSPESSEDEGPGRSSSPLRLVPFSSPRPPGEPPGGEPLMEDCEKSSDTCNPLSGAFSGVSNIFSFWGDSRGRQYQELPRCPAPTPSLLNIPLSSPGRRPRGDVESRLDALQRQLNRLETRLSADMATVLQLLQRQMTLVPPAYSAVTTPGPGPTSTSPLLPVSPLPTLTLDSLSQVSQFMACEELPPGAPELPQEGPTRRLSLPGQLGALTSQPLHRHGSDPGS
# Platelet DG rel – platelet dense granule release activity; inhibition, %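 (compounds screened at 7.5 µM in platelet-rich plasma)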; 0.22% of 300,000 active; human platelet-rich plasma, SFLLRN dense granule ATP release, luminescence;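 active = mean replicate score, as percent of positive control, at or above 50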
# PolyA inhibitor – blocks polyadenylation in yeast reporter cells; S. cerevisiae SKY197-pL101 polyadenylation reporter, beta-gal luminescence; efflux-impaired pdr1/pdr3 knockout yeast; score 100 = 6 SD above DMSO; calls only at 12 µM; 0.02% of 300,000 active;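 active = lowest replicate activity score at least 50, where 100 means six control SD above control mean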;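 note: yeast exposed to compound for 9 h at 30 °C; higher score means more reporter readthrough which indicates perturbed polyadenylation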
# KCNK9 inh – human KCNK9 channel inhibition; B-score at 10 µM; 1.2% of 310,000 active; HEK293 KCNK9, FluxOR thallium flux fluorescence; stronger effect = lower value;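 active = ratio B-score over 3 SD below the library mean, with starting fluorescence within 5 SD of its mean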;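 note: negative B-score means less thallium flux so channel inhibition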
# TRPC4 agonist – activators of mouse TRPC4 channel; HEK293 TRPC4beta/mu-opioid, Fluo4 calcium fluorescence; stronger effect = higher value; 0.49% of 310,000 active; Q9QUQ5; B-score at 10 µM;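 active = B-score above 5 SD of library B-scores, and initial fluorescence ratio not above library mean plus 5 SD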;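 note: positive B-score marks a calcium rise read as TRPC4 activation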
#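 Assay system – TRPC4beta and mu-opioid receptor HEK293 stable cells · Measured by – Fluo4 fluorescence, kinetic · Schedule – dye loading 45 min room temperature, 110 s kinetic read · Read-out – B-scored integrated calcium fluorescence ratio · Controls – buffer and maximal DAMGO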
# KCNK3 inh – human KCNK3 channel inhibition, primary screen. CHO-KCNK3 thallium flux, FluxOR fluorescence; stronger effect = lower value. AID 602410. O14649. B-score at 10 µM. 0.84% of 340,000 active;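 active = B-score under library mean minus 4 SD, starting fluorescence ratio at most library mean plus 5 SD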;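 note: more negative B-score means stronger inhibition of thallium flux through KCNK3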
# KCNQ1 pot – potentiates or activates the human KCNQ1 potassium channel; 0.35% of 310,000 active; P51787; AID 2648; B-score at 10 µM; CHO-K1 KCNQ1, thallium flux FluxOR fluorescence; stronger effect = higher value;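 active = fluorescence ratio B-score, a plate-corrected score, at least three library SD, with initial intensity B-score within 5 SD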
#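 Assay system: CHO-K1 cells stably expressing KCNQ1. Medium: assay buffer for compound exposure, DMSO matched across wells. Timing: 37 °C overnight plating, 90-min dark dye load, 20-min compound pretreatment. Signal: kinetic FluxOR fluorescence, 10 s baseline plus 110 s post-stimulus.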
# TRPC4 potent – allosterically enhances the mouse TRPC4 cation channel. HEK293 TRPC4beta/mu-opioid, DAMGO EC20, Fluo-4 Ca2+ flux; stronger effect = higher value. B-score at 10 µM. 0.42% of 310,000 active. Q9QUQ5;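 active = B-score of calcium response area above 5 SD of library B-scores, with initial fluorescence ratio within 5 SD of library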;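 note: B-score of integrated fluorescence ratio over time as area under calcium response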
# KCNQ1 block – blocks the human KCNQ1 potassium channel; CHO-K1 KCNQ1, FluxOR thallium flux fluorescence; stronger effect = higher value; P51787; 1.3% of 310,000 active; B-score at 10 µM;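 active = compounds whose thallium flux B-score, printed positive for inhibition, exceeds three library SD while starting fluorescence stays within three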;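 note: channel opened by potassium depolarization with thallium stimulus after 20 min compound exposure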
# Dyrk1A ADPGlo – blocks rat Dyrk1A kinase activity; Q63470; ADP-Glo luminescence, NFATc1 peptide; inhibition, % at 12.5 µM; 0.43% of 310,000 active; in the data active = inhibition above about 50%;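 note: plate controls were vehicle with enzyme for no effect and no enzyme for full effect; many of its hits are not listed in these tables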
# TRPC4 block – TRPC4 (mouse) channel inhibition; AID 2247; HEK293 TRPC4beta/mu-opioid, DAMGO-evoked Fluo4 calcium flux; stronger effect = lower value; 0.39% of 300,000 active; B-score at 10 µM; Q9QUQ5;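 active = B-score over 3 SD under the library average, no early fluorescence shift, positive overall ratio signal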
#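 System: stable TRPC4beta/mu-opioid receptor HEK293 cells; Dosing: single-point compound dosing; Measured by: Fluo4 Ca2+ flux fluorescence; Read-out basis: per-well B score of integrated baseline-normalized Fluo4 ratio.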
# Active calls of the source: *; i = inactive; / = no result given. The list is partial; count on the stated rates, not on these rows.
structure | KCNK3 inh | KCNK9 inh | TRPC4 block | hERG rescue | Dyrk1A ADPGlo | KCNQ1 block | PolyA inhibitor | TRPC4 agonist | KCNQ1 pot | TRPC4 potent | Platelet DG rel
O=C(Nc1ccc2oc(-c3cccnc3)nc2c1)c1cccnc1 | i | i | i | -9 | 4 | i | i | i | i | i | 10
Cc1nn(-c2ccc(Cl)cc2)c2[nH]c(CCl)cc(=O)c12 | i | i | i | -20 | 5 | i | i | i | i | i | 3
Cc1ccc(S(=O)(=O)N2C(=O)CCC2C(=O)O/N=C(\N)c2ccc([N+](=O)[O-])cc2)cc1 (stereo not given) | i | i | i | -11 | 1 | i | i | i | i | i | -5
CCOC(=O)c1ccc(NC(=O)CSc2nnc(CC)o2)cc1 | i | i | i | -9 | 1 | i | i | i | i | i | 27
COc1ccc(-c2cc(C(=O)Nc3cccnc3Cl)no2)cc1 | i | i | i | -8 | 10 | i | i | i | i | i | -3
O=C(NCc1ccco1)c1ccc(OCC2CCCO2)cc1 (stereo not given) | i | i | i | -13 | 2 | i | i | i | i | i | -3
CCOc1ccc(C2/C(=C(\O)c3ccc4c(c3)OCCO4)C(=O)C(=O)N2CCCN2CCOCC2)cc1OC (stereo not given) | i | i | i | -9 | -2 | i | i | i | i | i | -8
COc1ccccc1NC(=O)CSc1nc2sc3c(c2c(=O)n1-c1ccccc1)CCN(C)C3 | i | i | i | -13 | 3 | i | i | i | i | i | -3
CCS(=O)(=O)Nc1ccc(C2=NN(C(=O)c3ccco3)C(c3cccs3)C2)cc1 (stereo not given) | i | i | i | -11 | 0 | i | i | i | i | i | 15
Cn1c(N)c(S(=O)(=O)N2CCN(c3cccc(Cl)c3)CC2)c(=O)n(C)c1=O | i | i | i | -9 | 0 | i | / | i | i | i | 5
COc1ccc(/C=C/C(=O)OCC(=O)NCc2cccs2)cc1OC | i | i | i | -1 | 5 | i | i | i | i | i | 3
N/C(=N\OC(=O)CCCc1ccccc1)c1ccccn1 | i | i | i | -8 | -4 | i | i | i | i | i | -3
CC[C@H]1c2[nH]c3ccccc3c2C[C@H]2C(=O)N(c3ccc(F)cc3)C(=O)N21 | i | i | i | -3 | 3 | i | i | i | i | i | -3
CCCCc1ccc(NC(=O)Nc2cccnc2)cc1 | i | i | i | -9 | 1 | i | i | i | i | i | 11
O=C(CC12CC3CC(CC(C3)C1)C2)N1CCOCC1 | i | i | i | -6 | -3 | i | i | i | i | i | 8
O=C(O)Cn1nc(C(F)(F)F)c2c1CCCC2 | i | i | i | -7 | -7 | i | i | i | i | i | -11
COc1cccc(CN2CCNC(=O)C2CC(=O)NCCn2nc(C)cc2C)c1OC (stereo not given) | i | i | i | -16 | -6 | i | i | i | i | i | 5
Fc1ccc(OCc2nn3cnnc3s2)cc1 | i | i | i | -15 | 6 | i | i | i | i | i | -2
CCN(CC)CCCN1C=C2C(=O)C(C)(OC(=O)C3CCCC3)C(=O)C(c3ccccc3)=C2C=C1CCCC(=O)OC (stereo not given) | i | i | i | -3 | 3 | i | i | i | i | i | -1
COc1cc2c(cc1OC)CN(C(=O)CNC(=O)c1ccc(OC(F)F)cc1)CC2 | i | i | i | -9 | 1 | i | i | i | i | i | -12
COC(=O)c1cn(-c2ccc(Cl)cc2)c(=O)c2ccccc12 | i | i | i | -7 | 4 | i | i | i | i | i | -20
COc1ccc(OCc2cc(C(=O)NC(C)Cc3cccnc3)no2)c(Cl)c1 (stereo not given) | i | i | i | -9 | -1 | i | i | i | i | i | -4
CN(c1ccc(O)cc1)c1nc(-c2cccnc2)cs1 | i | i | i | -9 | 4 | i | i | i | i | i | 3
CCc1cc2c(=O)c(-c3nc4ccccc4[nH]3)coc2cc1OC(=O)N1CCOCC1 | i | i | i | -12 | 2 | i | i | i | i | i | 0
COC(=O)N1CCN(c2ccc(C(C)=O)cc2)CC1 | i | i | i | -9 | -14 | i | i | i | i | i | -3
O=C(CCn1c(=S)oc2ccccc21)N1CCCCC1 | i | i | i | -6 | -1 | i | i | i | i | i | 6
CNC(=O)c1[nH]cnc1C(=O)N[C@@H](CC(C)C)C(=O)OCc1ccccc1 | i | i | i | -17 | 5 | i | i | i | i | i | -6
O=C(Nc1cccc2c1CCCC2)C1CCCN(S(=O)(=O)c2cccc3nonc23)C1 (stereo not given) | i | i | i | -4 | -1 | i | i | i | i | i | 4
COc1ccc(N2CCN(C(=O)C3CCN(S(=O)(=O)c4cccs4)CC3)CC2)cc1 | i | i | i | -13 | -5 | i | i | i | i | i | 2
COc1ccc(C)cc1Nc1n[n+](-c2ccccc2)c(-c2cc([N+](=O)[O-])cc(OC)c2O)s1 | i | i | i | -18 | 1 | i | i | i | i | i | 6
CC(C)(C)CN1C(N)=NC[C@H]1Cc1ccc(O)cc1 | i | i | i | -1 | 19 | i | i | i | i | i | 0
Cc1ccc(N2CCN(C(=O)CN3C(=O)c4ccccc4C3=O)CC2)cc1 | i | i | i | -12 | -3 | i | i | i | i | i | -1
Cc1onc(-c2ccccc2)c1C(=O)Nc1sccc1C#N | i | i | i | -1 | -7 | i | i | i | i | i | -6
COc1cc2c(cc1OC)CN(C(=O)CC1CC3CCC1C3)CC2 (stereo not given) | i | i | i | -10 | -6 | i | i | i | i | i | -2
O=C1Nc2c(c(=O)[nH]c(=O)n2-c2ccccc2F)C(C(F)(F)F)(C(F)(F)F)N1 | i | i | i | -6 | 0 | i | i | i | i | i | 4
CC(C)(C)c1cc(NS(=O)(=O)c2ccc(Br)s2)no1 | i | i | i | -10 | -3 | i | i | i | i | i | -4
Cc1cc(C)cc(N(C(=O)CNC(=O)c2ccco2)C(C(=O)NC2CCCC2)c2cccnc2)c1 (stereo not given) | i | i | i | -6 | 4 | i | i | i | i | i | 0
CC[n+]1c(C)sc2cc(C)ccc21 | i | i | i | -5 | 0 | i | i | i | i | i | -7
CCN(c1ccc(F)cc1)S(=O)(=O)c1ccc2[nH]cc(C(=O)NCCCN3CCOCC3)c(=O)c2c1 | i | i | i | 1 | 0 | i | i | i | i | i | 13
CC1CCCCN1CCCNc1c(C=O)c(=O)[nH]c2ccccc12 (stereo not given) | i | i | i | -8 | -3 | i | i | i | i | i | 3
CCOC(=O)/C(C(N)=NC(C)C)=C(\O)c1ccccc1 | i | i | i | -17 | -8 | i | i | i | i | i | 3
Cc1ccc(-c2ccc([C@H]3[C@H]4C=CC[C@@H](C)[C@@H]4C(=O)N3Cc3ccccc3)c(F)c2)cc1 | i | i | i | -9 | 2 | i | i | i | i | i | -4
Cc1ccccc1-c1nc(CN2CCC(C(=O)NCCN3CCOCC3)CC2)c(C)o1 | i | i | i | -4 | 1 | i | i | i | i | i | -2
Cc1ccc(C(=O)NCC(=O)OC(C)C(=O)Nc2ccc(N(C)C)cc2)cc1C (stereo not given) | i | i | i | -3 | -1 | i | i | i | i | i | 0
COc1ccc(N2C(=O)CC(NNC(=O)c3ccc(Br)s3)C2=O)cc1 (stereo not given) | i | i | i | -4 | 7 | i | i | i | i | i | -4
COc1ccc([N+](=O)[O-])cc1NC(=O)Cc1ccc(C)cc1 | i | i | i | -4 | -9 | i | / | i | i | i | 11
C/C(=N\NC(=S)NCc1ccccc1)c1ccc(C#N)cc1 | i | i | i | -14 | -10 | i | i | i | i | i | 3
Cc1cccc(CC(=O)NC2CCCCCC2)c1 | i | i | i | -3 | 3 | i | i | i | i | i | 9
CCOC(=O)C1(Cc2ccc(OC)cc2)CCN(C(=O)Cn2cnnn2)CC1 | i | i | i | -2 | 4 | i | i | i | i | i | -3
COCC(C)n1c(SCc2ccc(C(=O)OC)o2)nc2ccccc2c1=O (stereo not given) | i | i | i | -5 | 3 | i | i | i | i | i | -3

# Overlap with the part before: 5 compounds; new compounds follow.
structure | KCNK3 inh | KCNK9 inh | TRPC4 block | hERG rescue | Dyrk1A ADPGlo | KCNQ1 block | PolyA inhibitor | TRPC4 agonist | KCNQ1 pot | TRPC4 potent | Platelet DG rel
COc1ccc([N+](=O)[O-])cc1NC(=O)Cc1ccc(C)cc1 | i | i | i | -4 | -9 | i | / | i | i | i | 11
C/C(=N\NC(=S)NCc1ccccc1)c1ccc(C#N)cc1 | i | i | i | -14 | -10 | i | i | i | i | i | 3
Cc1cccc(CC(=O)NC2CCCCCC2)c1 | i | i | i | -3 | 3 | i | i | i | i | i | 9
CCOC(=O)C1(Cc2ccc(OC)cc2)CCN(C(=O)Cn2cnnn2)CC1 | i | i | i | -2 | 4 | i | i | i | i | i | -3
COCC(C)n1c(SCc2ccc(C(=O)OC)o2)nc2ccccc2c1=O (stereo not given) | i | i | i | -5 | 3 | i | i | i | i | i | -3
CON(c1nc(Cl)nc(N(C)C)n1)S(=O)(=O)c1ccc(C)cc1 | i | i | i | -8 | 1 | i | i | i | i | i | 0
Nc1nc(Cl)cc(N2CCOCC2)n1 | i | i | i | -7 | 5 | i | i | i | i | i | 8
CSCCC(NC(N)=O)C(=O)NCC1CCCCC1 (stereo not given) | i | i | i | -13 | -6 | i | i | i | i | i | 9
CCOC(=O)C1CCCN(C(=O)CSc2ccc(NC(C)=O)cc2)C1 (stereo not given) | i | i | i | -4 | / | i | i | i | i | i | -1
C#CC(CO)N(CCN(Cc1ccccc1)C(C#C)CO)Cc1ccccc1 (stereo not given) | i | i | i | -4 | 3 | i | i | i | i | i | -2
CCOc1ccc(CC(=O)NNC(=O)NC2CCCCC2)cc1 | i | i | i | -3 | -7 | i | i | i | i | i | -5
CCCN(CCC)C1=CC(=[N+]2CCCC2)CC(C)(C)C1 | i | i | i | -12 | -1 | 6* | i | i | i | i | 7
CCC(=O)c1cc(F)c(N2CCN(S(=O)(=O)c3ccccc3)CC2)cc1C | i | i | i | 3 | / | i | i | i | i | i | 5
NC(=S)Nc1ncc(C(F)(F)F)cc1Cl | i | i | i | -1 | -2 | i | i | i | i | i | 5
CCOC(=O)c1ccccc1NC(=O)COC | i | i | i | -11 | -3 | i | i | i | i | i | 6
CCOc1ccc(NC(=O)C2CC(=O)N(CC)C(=Nc3ccc4c(c3)OCO4)S2)cc1 (stereo not given) | i | i | i | -2 | -4 | i | i | i | i | i | -17
Cc1ccc(Nc2nc(N)nc(CSc3nccn3C)n2)c(C)c1 | i | i | i | -7 | 6 | i | i | i | i | i | 1
